Bioassay records deposited in PubChem by several laboratories.
CHRM4 PAM: positive allosteric modulators of human muscarinic M4 receptor; P08173; CHO-K1 hM4/Gqi5, Fluo-8 calcium fluorescence, ACh EC20; 0% = ACh EC20, 100% = maximal ACh; activation, % at 3 µM; actives 0.4% (n = 360,000);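 active = activation above its plate's cutoff, the mean activation of sample wells plus 3 SD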; also: some results filed as inactive read as strong as hits
CHRM5 agonist: agonists of human muscarinic M5 receptor (CHRM5) | CHO-K1 hM5 cells, Fluo-8 calcium fluorescence; 0% DMSO wells, 100% maximal acetylcholine response | activation, % at 3 µM | actives 0.19% (n = 360,000);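 active = activation above the run's mean over test compounds plus 3 SD, cut at about 23% in these data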;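 also: signal is peak over basal fluorescence ratio across the kinetic read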
Target sequence (P08912 whole entry, looked up): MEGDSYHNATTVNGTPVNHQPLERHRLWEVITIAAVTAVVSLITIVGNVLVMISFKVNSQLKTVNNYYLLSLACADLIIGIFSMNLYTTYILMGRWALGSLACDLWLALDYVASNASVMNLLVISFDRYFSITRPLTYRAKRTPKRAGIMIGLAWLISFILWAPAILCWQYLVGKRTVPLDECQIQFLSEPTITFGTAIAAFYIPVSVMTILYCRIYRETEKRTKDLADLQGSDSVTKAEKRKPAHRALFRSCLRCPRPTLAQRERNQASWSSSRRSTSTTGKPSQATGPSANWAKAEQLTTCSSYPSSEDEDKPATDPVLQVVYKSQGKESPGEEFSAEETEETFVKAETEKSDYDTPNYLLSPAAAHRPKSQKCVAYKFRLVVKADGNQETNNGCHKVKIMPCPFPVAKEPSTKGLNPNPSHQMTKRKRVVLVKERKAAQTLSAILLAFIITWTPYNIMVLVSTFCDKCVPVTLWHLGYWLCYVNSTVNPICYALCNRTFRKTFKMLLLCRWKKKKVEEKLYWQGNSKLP
CRFR2-BP antag: blocks CRF-induced signaling of the CRF-BP/CRF-R2 complex. AID 588475. actives 0.59% (n = 350,000). HEK293 CRF-R2/CRF-BP, CRF-induced calcium fluorescence. inhibition, % at 11.8 µM;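 active = inhibition of the ligand-induced calcium signal above about 50% at the single tested concentration, limit read from the data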
CHRM4 antagonist: blocks acetylcholine activation of human M4 receptor; CHO-hM4 cells, ACh EC80, Fluo-8 calcium fluorescence; P08173; actives 0.73% (n = 360,000); inhibition, % at 3 µM;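 active = inhibition above its plate's cutoff, the mean inhibition of sample wells plus 3 SD, cut at about 27% in these data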;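 also: 0% = acetylcholine EC80 with DMSO and 100% = DMSO without agonist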
CHRM1 PAM: positive allosteric modulators of human M1 muscarinic receptor | CHO-K1 hM1, Fluo-8 calcium fluorescence, ACh EC20; 0% = ACh EC20, 100% = maximal ACh | activation, % at 3 µM | actives 0.088% (n = 360,000) | AID 588819; in the data active = activation above about 19%, passing the limit was not always enough
Target sequence (P11229 whole entry, looked up): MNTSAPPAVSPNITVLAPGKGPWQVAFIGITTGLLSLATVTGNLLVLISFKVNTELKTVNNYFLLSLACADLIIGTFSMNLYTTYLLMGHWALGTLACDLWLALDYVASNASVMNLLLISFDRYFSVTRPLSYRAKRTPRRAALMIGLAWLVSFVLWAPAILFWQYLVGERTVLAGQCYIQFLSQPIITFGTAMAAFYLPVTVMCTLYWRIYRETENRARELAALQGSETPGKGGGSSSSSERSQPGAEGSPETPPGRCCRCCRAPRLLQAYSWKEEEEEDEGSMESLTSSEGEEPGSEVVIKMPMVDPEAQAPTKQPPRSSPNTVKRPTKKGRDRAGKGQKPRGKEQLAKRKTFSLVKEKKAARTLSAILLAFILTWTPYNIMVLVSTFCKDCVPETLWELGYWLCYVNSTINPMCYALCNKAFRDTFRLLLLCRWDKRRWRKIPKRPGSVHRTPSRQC
CRFBP-R2 agonist: CRF-BP/CRF-R2 complex agonism; actives 0.46% (n = 350,000); activation, % at 13.2 µM; AID 588473; HEK293 CRF-R2/CRF-BP, calcium dye fluorescence (FLIPR); percent of saturating CRF peptide response;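 active = activation of at least 50%, plus an integration ratio under a set limit after plate pattern correction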;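 also: plate controls were neutral control wells without compound for no effect and CRF at EC100 for full effect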
M5 PAM: CHRM5 positive allosteric modulation | CHO-K1 hM5, Fluo-8 calcium, ACh EC20 PAM; 0% = ACh EC20, 100% = ACh EC100 | activation, % at 3 µM | actives 0.3% (n = 360,000) | P08912;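 active = activation above the run cutoff, the mean activation of all test compounds plus 3 SD, cut at about 18% in these data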
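Assay system: CHO-K1 hM5 cells. Also added: acetylcholine at EC20 concentration, added after compound. Dosing: 3 µM, single dose. Times: compound preincubation 140 s before EC20 acetylcholine addition. Signal: Fluo-8 calcium fluorescence. Measure: % activation relative to EC20 and EC100 ACh responses. Repeats: singlicate, one well per test compound.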
CHRM4 agonist: agonists of human muscarinic M4 receptor (CHRM4) | AID 624127 | CHO-K1 hM4/Gqi5, Fluo-8 calcium fluorescence; vehicle 0%, full acetylcholine response 100% | P08173 | actives 0.14% (n = 360,000) | activation, % at 3 µM;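 active = activation above the run mean over all test wells plus 3 SD, cut at about 32% in these data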;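 also: peak over basal fluorescence ratio per well then scaled between controls; 0% = DMSO wells and 100% = acetylcholine at EC100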
M5 antag: CHRM5 antagonism in calcium assay. CHO-hM5 cells, Fluo-8 calcium fluorescence, ACh EC80. inhibition, % at 3 µM. actives 0.59% (n = 360,000). AID 624040;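 active = inhibition above a per-plate cutoff, the mean of that plate's test compounds plus 3 SD, cut at about 27% in these data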;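 also: 0% = acetylcholine EC80 with DMSO and 100% = DMSO without agonist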
* hit, by the source's call; x = not tested or not shown. Outcome played no part in choosing rows. Share with any hit: about 2.6%.

Each structure is followed by: CHRM4 PAM	CHRM5 agonist	CRFR2-BP antag	CHRM4 antagonist	CHRM1 PAM	CRFBP-R2 agonist	M5 PAM	CHRM4 agonist	M5 antag
Nc1cccc(-c2cn3cc(C(F)(F)F)cc(Cl)c3n2)c1
 : 8	-1	-21	0	9	0.7	-3	1	1
COc1ccc(CCNC(=O)c2ccc(CNS(=O)(=O)c3cccc(Cl)c3)cc2)cc1OC
 : -9	3	-2	7	-10	-4.5	-11	15	0
COc1ccc2cc(C(=O)O)ccc2c1
 : 13	0	-4	7	14	3.4	4	0	-3
COC(=O)c1ccc(CN2C(=O)c3ccccc3C2=O)o1
 : 2	-1	6	-4	2	-2.6	6	3	-14
COc1ccc(OC)c(C2=C/C(=C/c3ccccn3)C(=O)O2)c1
 : 10	-2	-59	-3	-3	76*	0	2	-11
COc1ccc(OCCOc2ccc(S(=O)(=O)N3CCCC3)cc2C(N)=O)cc1
 : 4	2	-1	-8	3	-0.8	-2	1	0
COc1ccc(CCNC(=O)Cc2cc(OC)c(OC)cc2Br)cc1OC
 : -8	-2	13	4	8	-0.9	-3	0	3
N#Cc1c(NC(=O)CSc2n[nH]c(N)n2)oc(-c2ccccc2)c1-c1ccccc1
 : 9	-2	28	-2	0	-2.5	-1	-1	14
COc1ccccc1CNC(=O)C1CCN(S(=O)(=O)c2cccc3cccnc23)CC1
 : 2	1	-7	-2	-8	0.1	-1	7	-5
N#C/C(=C\Nc1ccc(Cl)cc1)S(=O)(=O)c1ccccn1
 : 12	-6	10	-1	7	0.3	-3	1	11
CC(C)(C)[C@@H]1COC(=O)[C@@H](NC(=O)OCC2c3ccccc3-c3ccccc32)C/C=C\C[C@@H](CC(=O)NCCO)C(=O)N1
 : 3	3	11	-2	3	-1.7	0	1	8
NS(=O)(=O)c1cccc(NC(=O)CCN2C(=O)C3CCCCC3C2=O)c1 (configuration not stated)
 : 5	0	5	11	6	-0.5	-5	1	9
COc1cc(C(=O)NCCc2ccc3c(c2)OCO3)cc(OC)c1OC
 : 4	-3	-1	-7	8	-1.7	-6	6	8
Cc1ccc2c(c1)CC1(CN2C)C(=O)OC(C)(C)OC1=O
 : 12	-5	8	4	3	-0.2	-8	1	20
O=C1C2CC=C(Cl)CC2C(=O)N1CCCCCCN1C(=O)C2CC=C(Cl)CC2C1=O (configuration not stated)
 : -12	14	-76	13	3	47	-4	13	2
COc1ccc(CCNC(=O)Nc2nc(C(N)Cc3ccccc3)cs2)cc1OC (configuration not stated)
 : 5	1	x	-8	6	x	-2	4	2
O=C(NNC(=O)C1CC1)c1cc2cc3ccccc3nc2s1
 : -5	-2	-5	2	-2	1.5	-4	0	4
COc1ccccc1N(C)S(=O)(=O)c1ccc(C(=O)Nc2ccc(C)cc2C)cc1
 : -7	-3	3	-9	-3	0.8	-12	11	10
O=C(NCc1ccccn1)c1ccc(NS(=O)(=O)c2ccccc2)cc1
 : -6	-5	9	11	5	-0.1	-4	1	0
Cc1nc2ccc(NC(=O)c3ccc4ccccc4n3)cc2s1
 : 2	6	29	-2	-4	-2.5	1	1	-4
CCOC(=O)[C@H]1[C@H]2COc3ccc(Cl)cc3[C@@H]2N2C(=O)c3cc(Br)ccc3NC(=O)[C@@]12C
 : -8	-4	-3	-1	-9	3.2	-11	2	19
COC(=O)c1ccc(NCCc2csc(-c3ccc(C)cc3)n2)c([N+](=O)[O-])c1
 : 25	1	-15	1	18	5.6	1	1	-3
CCOC(=O)c1csc(NC(=O)CCS(=O)(=O)c2ccc(Cl)cc2)n1
 : 4	1	-16	-12	7	2.3	-3	2	4
CCCN1CN(Cc2ccccc2)CC2=C1CC(C)(C)CC2=O
 : 6	-2	19	0	11	0.7	7	1	-16
O=C(COC(=O)Cn1nnc2ccccc21)Nc1ccccc1Br
 : 1	3	2	-3	-1	-0.8	2	0	0
O=C(COc1ncnc2scc(-c3ccc(F)cc3)c12)NCc1ccco1
 : -2	-1	-48	-6	6	0.1	-4	2	-4
Cc1cc2nc3c(nc2cc1C)CCCC3
 : 5	-4	-1	-18	6	9.3	1	0	1
COc1ccccc1NC(=O)NNC(=O)C(C)Oc1ccc2ccccc2c1 (configuration not stated)
 : 1	1	-6	4	6	0.1	4	1	3
CC(C)C(=O)Nc1ncc(C(F)(F)F)cc1Cl
 : 0	1	-9	5	6	-0.1	3	0	-4
Cc1ccc(NC(=S)NCCCN2CCOCC2)cc1C
 : -8	2	3	6	8	-1.6	7	0	9

Two of these compounds, reformatted.
COc1ccccc1CNC(=O)C1CCN(S(=O)(=O)c2cccc3cccnc23)CC1
  CHRM4 PAM = 2
  CHRM5 agonist = 1
  CRFR2-BP antag = -7
  CHRM4 antagonist = -2
  CHRM1 PAM = -8
  CRFBP-R2 agonist = 0.1
  M5 PAM = -1
  CHRM4 agonist = 7
  M5 antag = -5
N#C/C(=C\Nc1ccc(Cl)cc1)S(=O)(=O)c1ccccn1
  CHRM4 PAM = 12
  CHRM5 agonist = -6
  CRFR2-BP antag = 10
  CHRM4 antagonist = -1
  CHRM1 PAM = 7
  CRFBP-R2 agonist = 0.3
  M5 PAM = -3
  CHRM4 agonist = 1
  M5 antag = 11

Sorted by number of heavy atoms (ascending): some entries from above.
Each structure is followed by: CHRM4 PAM	CHRM5 agonist	CRFR2-BP antag	CHRM4 antagonist	CHRM1 PAM	CRFBP-R2 agonist	M5 PAM	CHRM4 agonist	M5 antag
Cc1cc2nc3c(nc2cc1C)CCCC3
 : 5	-4	-1	-18	6	9.3	1	0	1
Cc1nc2ccc(NC(=O)c3ccc4ccccc4n3)cc2s1
 : 2	6	29	-2	-4	-2.5	1	1	-4
O=C(COC(=O)Cn1nnc2ccccc21)Nc1ccccc1Br
 : 1	3	2	-3	-1	-0.8	2	0	0
CCOC(=O)c1csc(NC(=O)CCS(=O)(=O)c2ccc(Cl)cc2)n1
 : 4	1	-16	-12	7	2.3	-3	2	4
COc1ccc(CCNC(=O)Cc2cc(OC)c(OC)cc2Br)cc1OC
 : -8	-2	13	4	8	-0.9	-3	0	3
COC(=O)c1ccc(NCCc2csc(-c3ccc(C)cc3)n2)c([N+](=O)[O-])c1
 : 25	1	-15	1	18	5.6	1	1	-3
COc1ccc(OCCOc2ccc(S(=O)(=O)N3CCCC3)cc2C(N)=O)cc1
 : 4	2	-1	-8	3	-0.8	-2	1	0
COc1ccccc1N(C)S(=O)(=O)c1ccc(C(=O)Nc2ccc(C)cc2C)cc1
 : -7	-3	3	-9	-3	0.8	-12	11	10
COc1ccccc1CNC(=O)C1CCN(S(=O)(=O)c2cccc3cccnc23)CC1
 : 2	1	-7	-2	-8	0.1	-1	7	-5
CCOC(=O)[C@H]1[C@H]2COc3ccc(Cl)cc3[C@@H]2N2C(=O)c3cc(Br)ccc3NC(=O)[C@@]12C
 : -8	-4	-3	-1	-9	3.2	-11	2	19
CC(C)(C)[C@@H]1COC(=O)[C@@H](NC(=O)OCC2c3ccccc3-c3ccccc32)C/C=C\C[C@@H](CC(=O)NCCO)C(=O)N1
 : 3	3	11	-2	3	-1.7	0	1	8

Further structures:
Each structure is followed by: CHRM4 PAM	CHRM5 agonist	CRFR2-BP antag	CHRM4 antagonist	CHRM1 PAM	CRFBP-R2 agonist	M5 PAM	CHRM4 agonist	M5 antag
O=C(NCC(=O)N1CCN(S(=O)(=O)c2ccccc2F)CC1)c1ccc2c(c1)OCO2
 : 10	1	2	-6	7	-2.8	-5	1	16
O=C(O)CSC1CC(=O)N(c2ccc(Br)cc2)C1=O (configuration not stated)
 : 0	2	6	-3	20	0.4	6	1	-7
Cc1ccc(S(=O)(=O)N(Cc2cccc(Cl)c2)C(=O)N2CCN(C)CC2)cc1
 : 4	-8	-6	-4	10	2.0	-3	0	1
COCCn1c(=O)c2c(nc3n2CCCN3Cc2ccccc2)n(C)c1=O
 : 5	-3	-12	-1	7	-0.9	5	3	-1
CS(=O)(=O)c1ccc(Cl)c(NC(=O)CSc2nnc(C3CC3)n2C2CC2)c1
 : 5	3	-3	2	8	0.3	-2	1	9
O=C(O)c1ccc(NC(=O)c2cn(-c3ccccc3)nc2-c2ccc(Br)cc2)cc1
 : 2	-1	20	-4	9	0.1	-2	1	-1
CC1Cc2ccccc2N1C(=O)COC(=O)CSc1ccc(F)cc1 (configuration not stated)
 : 3	-2	-2	-8	10	1.0	7	1	4
O=C(COc1cccnc1[N+](=O)[O-])Nc1ccc2c(c1)OC(F)(F)O2
 : -4	-1	-17	3	-26	2.4	4	3	0
Cc1cccc2cc(C(c3nnnn3C3CCCC3)N3CCOCC3)c(=O)[nH]c12 (configuration not stated)
 : -2	-1	5	-10	10	0.7	0	1	0
Cc1[nH]nc(N2CCCCC2)c1[N+](=O)[O-]
 : 1	1	0	0	10	0.0	7	0	-2
O=C1NC[C@H](Cc2ccc(O)cc2)N(C[C@@H]2CCCN2C[C@H](Cc2ccc(O)cc2)N2C[C@H](Cc3ccccc3)N(CCc3ccccc3)C(=O)C2=O)C1=O
 : 15	-1	x	-13	x	x	-1	0	5
COc1ccc(Cl)cc1NC(=O)CC(=O)Nc1cc(Cl)ccc1OC
 : 7	-2	-1	-2	11	2.5	2	3	-5
Cc1cc(F)cc(C)c1Cn1cnc2c(cnn2C(C)(C)C)c1=O
 : 4	-3	-5	-13	-1	-0.4	-3	0	-9
COc1ccc(OC)c(NC=C2C(=O)OC3(CCCCC3)OC2=O)c1
 : 2	1	-31	-5	1	-0.4	1	1	-6
Cn1cccc1C(=O)OCC(=O)N1CCN(c2ccccc2)CC1
 : 2	4	13	-1	1	-1.9	-5	2	0
CC1Cc2ccccc2N1C(=O)CSc1nnc2c(n1)[nH]c1ccc(F)cc12 (configuration not stated)
 : -4	-6	-11	-2	-3	-0.7	-10	2	1
CCCCCOCC(O)CCC(=O)NN (configuration not stated)
 : 2	-2	33	4	10	-2.0	-4	0	3
COc1ccc(NC(=S)NC2CCCCC2)cn1
 : -2	2	-10	-3	5	35	7	1	-1
COc1cc(OC)c2c(-c3cccc(/C=C/c4ccc(F)cc4)c3)cc(=O)oc2c1
 : -2	2	-9	-5	-4	-0.3	-10	0	6
O=C(Nc1nnc(-c2ccccn2)o1)c1ccc(Br)cc1
 : -1	-2	2	-7	6	8.1	-1	0	3
CSc1ccc(/C=C/C(=O)OCC(=O)NC2CCCCCC2)cc1
 : -9	0	5	-5	-6	3.2	-3	5	1
Cn1c(-c2ccccc2)cnc1SCc1nc2ccccc2c(=O)[nH]1
 : 3	1	5	0	12	-2.8	1	3	-2
N#Cc1ccc(C23CC4(C2)[C@H](CN(P(=O)(c2ccccc2)c2ccccc2)[C@@H]4c2ccccc2)C3c2ccc(Cl)nc2)cc1 (some centres not stated)
 : 1	-1	-4	-1	-8	4.4	3	1	3
CC(C)NC(=O)Cn1nnc(-c2ccccc2)c1COc1ccc2ccccc2c1
 : -1	0	x	5	3	x	-3	4	2
Cc1cccc(OCCCC(=O)Nc2ccc(S(=O)(=O)N3CCCC3)cc2)c1
 : -1	-1	-7	-2	-4	3.3	-11	9	9
C[C@@H]1CCCCO[C@H](CN(C)C(=O)NC2CCCCC2)[C@@H](C)CN([C@H](C)CO)C(=O)c2cc(NC(=O)c3ccccc3)ccc2O1
 : -1	-1	-9	-8	3	4.8	0	-1	-7
CCc1nc2ccc(C(=O)N3CCN(C(=O)c4ccco4)CC3)cn2c1N(C)Cc1nccn1C
 : -2	-1	x	-1	5	x	0	0	11
COC1CCN(C(=O)c2cc(COc3cc(C)ccc3C)on2)CC1
 : -4	2	9	1	-2	-1.0	-5	8	8
CCCC(=O)N1CCCC1(C)C(=O)Nc1ccc(-n2cccc2)cc1 (configuration not stated)
 : 4	0	x	-6	5	x	-2	1	4
